# High-throughput results as filed in PubChem.
# ERp5 inh – ERp5 (human) disulfide isomerase inhibition. hit rate 0.05% among 350,000. ERp5 insulin aggregation, absorbance 650 nm, 90 min. inhibition, % at 9.99 µM;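 active = mean replicate inhibition above about 25%, with every replicate also reaching it, limit read from the data, passing the limit was not always enough; inconclusive = only one of those two criteria met; inactive = neither criterion met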
# ERAP1 inh – blocks human ERAP1 aminopeptidase activity. Q9NZ08. recombinant ERAP1, Leu-AMC fluorescence, 60 min. inhibition, % at 10.7 µM. hit rate 0.15% among 340,000. AID 652197;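 active = mean replicate inhibition of at least 30%, or all replicates individually reaching that 30% level; inactive = mean below 30% and not every replicate reaching it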;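 note: 0% = neutral control wells and 100% = L-leucinethiol positive control wells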
# esBAF inh – SWI/SNF esBAF complex inhibition; mouse ES cells, Bmi1-luciferase knock-in reporter, 24 h; 100% = twice the neutral-well signal; reporter increase, % at 12.5 µM; hit rate 2% among 350,000; in the data active = activation above about 40%; inconclusive = no clear call, values can overlap the other calls;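 note: 0% = median of the plate's neutral control wells and 100% = double that signal; a rise in the Bmi1 reporter signal indicates esBAF inhibition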
# RAD52 inh – blocks human RAD52 DNA annealing; inhibition, % at 18.7 µM; recombinant RAD52 DNA annealing, FRET fluorescence; P43351; AID 651710; hit rate 0.46% among 360,000;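 active = every replicate showing at least 50% inhibition; inconclusive = mean inhibition at least 50% but not in every replicate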
# XiGFP reactiv – activators of X-chromosome reactivation in mouse fibroblasts. XiGFP mouse fibroblasts, % GFP-positive cells imaging, 3 d; cells co-treated with 5-aza-dC sensitizer; scaled so ellipticine positive control = 100%. activation, % at 7.58 µM. hit rate 0.055% among 360,000;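 active = mean normalized replicate activation at least 10% and every replicate at or above 10%; inconclusive = only one of the two criteria met; inactive = mean below 10% and not all replicates reach 10%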;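 note: 0% = median of on-plate neutral control wells and 100% = ellipticine 6 µM median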
#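 material = 68-5-11 XiGFP fibroblast line | medium = DMEM plus 5-aza-dC sensitizer | schedule = 3 days compound exposure | benchmarks = positive control ellipticine, 6 µM final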
# E-selectin induc – E-selectin induction on HUVECs | P16581 | HUVEC E-selectin immunofluorescence imaging; normalized: neutral wells 0, TNF-alpha wells 100 | activation, % at 7.58 µM | hit rate 0.37% among 260,000;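 active = mean E-selectin-positive cell signal at least 10% of the positive control, reached in at least 60% of replicates, without over 20% cell loss; inconclusive = no rule given, readout overlaps actives, possibly toxicity-flagged; inactive = the rest, including those meeting only one limit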;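 note: in these data hits start at about 27%; measured in HUVEC primary endothelial cells; signal is the percent of cells scored E-selectin positive by PE staining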
#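 Assay system: HUVEC primary endothelial cells. Input: 3,000 HUVEC seeded per well. Doses: one compound dose added by pin transfer. Read-out basis: % PE-positive cells. Benchmarks: TNF-alpha high, DMSO low. Detection: immunofluorescence imaging. Buffer or medium: EGM-2, gelatin.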
# RAD54 branch – RAD54 (human) branch migration inhibition; RAD54 Holliday junction branch migration, FAM/BHQ fluorescence; inhibition, % at 10.4 µM; hit rate 0.14% among 360,000;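 active = mean normalized replicate activity at least 40 and at least half of replicates scoring 40 or more; inconclusive = only one of the two criteria met; inactive = mean below 40 and under half of replicates reaching 40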;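 note: 0% = median of neutral control wells and 100% = median of positive control wells; inhibitors cause a drop in the FAM fluorescence signal; in these data hits start at about 50%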
# Target sequence (Q92698 whole entry, looked up): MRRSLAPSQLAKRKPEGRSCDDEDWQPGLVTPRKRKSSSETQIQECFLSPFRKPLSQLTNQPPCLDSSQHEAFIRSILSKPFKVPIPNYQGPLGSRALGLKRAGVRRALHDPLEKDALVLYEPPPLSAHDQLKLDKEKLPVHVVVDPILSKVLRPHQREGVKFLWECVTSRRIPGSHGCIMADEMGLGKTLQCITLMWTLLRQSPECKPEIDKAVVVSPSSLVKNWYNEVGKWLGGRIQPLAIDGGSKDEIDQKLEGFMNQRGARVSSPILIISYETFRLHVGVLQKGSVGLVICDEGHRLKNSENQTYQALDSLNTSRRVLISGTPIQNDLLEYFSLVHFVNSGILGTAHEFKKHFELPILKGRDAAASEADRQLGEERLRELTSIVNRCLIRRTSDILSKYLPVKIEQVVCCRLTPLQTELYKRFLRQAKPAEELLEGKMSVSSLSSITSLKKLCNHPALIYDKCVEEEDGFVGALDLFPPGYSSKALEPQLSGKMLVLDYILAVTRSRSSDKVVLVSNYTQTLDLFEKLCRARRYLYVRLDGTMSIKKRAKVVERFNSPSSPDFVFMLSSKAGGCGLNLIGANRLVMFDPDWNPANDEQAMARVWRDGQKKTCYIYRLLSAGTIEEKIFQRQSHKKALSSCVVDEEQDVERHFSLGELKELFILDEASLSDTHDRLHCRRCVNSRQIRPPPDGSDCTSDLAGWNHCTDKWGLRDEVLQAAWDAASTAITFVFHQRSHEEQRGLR
# S100A4 inh HTS – S100A4-myosin IIA interaction inhibition; P26447; S100A4/TAMRA-MyoIIA peptide fluorescence polarization; inhibition, % at 10.7 µM; hit rate 0.14% among 360,000;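 active = mean inhibition of at least 70% across replicates, with every replicate also reaching that level; inconclusive = mean inhibition reaches 70% but some replicates fall short; inactive = mean inhibition below 70%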
# Target sequence (P26447 whole entry, looked up): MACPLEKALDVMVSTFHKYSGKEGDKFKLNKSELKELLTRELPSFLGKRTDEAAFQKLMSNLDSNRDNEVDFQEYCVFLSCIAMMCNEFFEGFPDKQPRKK
#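 assay system = human S100A4 monomer with TAMRA-labelled myosin IIA peptide | also added = labelled myosin peptide probe, 5 nM | incubation = 5 min between mix addition and reading | control set = DMSO and TFP controls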
# * = called active by the depositor; u = inconclusive; x = no result given.
SMILES,ERp5 inh,ERAP1 inh,esBAF inh,RAD52 inh,XiGFP reactiv,E-selectin induc,RAD54 branch,S100A4 inh HTS
CCc1ccc(-c2cc(C)no2)cc1S(=O)(=O)NCCc1ccc(S(N)(=O)=O)cc1,3,-1,-3,-2,0.2,-0.1,x,-3
NC(=O)NC(CC(=O)NNC(=O)c1ccccn1)c1ccccc1Cl (configuration not stated),7,0,-4,-19,0.1,-0.5,3,-1
CC(C)CCN1C(=O)c2ccc(C(=O)N3CCCCC3)cc2C1=O,5,-1,13,-2,0.0,-0.3,-16,-3
CCN(CC)S(=O)(=O)c1cccc(NC(=O)COC(=O)C2CC3C=CC2C3)c1 (configuration not stated),8,6,x,-8,-0.7,x,x,-5
Cc1cccn2cc(CNC(=O)c3ccc(Br)o3)nc12,-1,1,-3,2,0.2,x,-6,1
Cc1ccccc1CN1C[C@H]2CON(C)[C@H]2C[C@H]1c1cccc(Br)c1,-3,-3,-1,-4,x,-1.6,-6,-11
CCN(CC)S(=O)(=O)c1ccc(C(=O)Nc2cc(C)on2)cc1,0,2,2,-15,0.3,x,-7,-11
Cc1nc2cc(N)ccc2n1C1CCCCC1,3,-2,x,91*,0.3,0.0,x,-11
COc1ccc2nccnc2c1[N+](=O)[O-],3,8,-6,-6,0.0,7.3,-20,6
C[C@@H]1CN([C@@H](C)CO)C(=O)Cc2cc(NC(=O)CCC(F)(F)F)ccc2O[C@@H]1CN(C)Cc1ccc(-c2ccccc2)cc1,0,3,-3,-6,-0.5,1.7,7,9

# Grouped by structure: the entries above with a carbonyl joined to an NH by a bond outside any ring.
SMILES,ERp5 inh,ERAP1 inh,esBAF inh,RAD52 inh,XiGFP reactiv,E-selectin induc,RAD54 branch,S100A4 inh HTS
NC(=O)NC(CC(=O)NNC(=O)c1ccccn1)c1ccccc1Cl (configuration not stated),7,0,-4,-19,0.1,-0.5,3,-1
CCN(CC)S(=O)(=O)c1cccc(NC(=O)COC(=O)C2CC3C=CC2C3)c1 (configuration not stated),8,6,x,-8,-0.7,x,x,-5
Cc1cccn2cc(CNC(=O)c3ccc(Br)o3)nc12,-1,1,-3,2,0.2,x,-6,1
CCN(CC)S(=O)(=O)c1ccc(C(=O)Nc2cc(C)on2)cc1,0,2,2,-15,0.3,x,-7,-11
C[C@@H]1CN([C@@H](C)CO)C(=O)Cc2cc(NC(=O)CCC(F)(F)F)ccc2O[C@@H]1CN(C)Cc1ccc(-c2ccccc2)cc1,0,3,-3,-6,-0.5,1.7,7,9

# Next part:
SMILES,ERp5 inh,ERAP1 inh,esBAF inh,RAD52 inh,XiGFP reactiv,E-selectin induc,RAD54 branch,S100A4 inh HTS
C[C@@H]1CN([C@H](C)CO)C(=O)c2cc(-c3ccc(C#N)cc3)cnc2O[C@H]1CN(C)CC1CCOCC1,0,3,1,0,0.2,-0.2,5,-15
O=C(COc1ccc(Cl)cc1)N(Cc1ccco1)C1CCS(=O)(=O)C1 (configuration not stated),2,-1,x,0,0.0,-0.2,x,4
CCCN1C(=S)SC(C)(C)C1/[N+]([O-])=C/c1ccc(S(=O)(=O)NC)cc1 (configuration not stated),-5,-1,-3,-16,-0.1,x,-15,-7
CN1CCCC1c1cccnc1 (configuration not stated),1,4,-2,-6,x,x,3,4
CCN1CCN(C(=O)CN2C(=O)COc3ccc(C)cc32)CC1,-3,0,0,-6,0.6,0.0,-2,2
Cc1ccccc1NC(=O)c1cc[n+]([O-])cc1,2,-7,-7,-9,0.3,41*,x,5
Cn1c(=O)c2c(nc(Cc3ccccc3)n2C)n(C)c1=O,-15,1,4,-13,0.0,0.0,9,-11
COc1ccccc1NC(=O)Nc1cccc(C)n1,2,7,-2,5,0.0,0.0,-12,0
O=C(C[C@@H]1CC[C@@H]2[C@H](COC[C@H](O)CN2C(=O)c2cccnc2)O1)NCc1ccccc1,3,-1,-7,-25,0.1,0.1,19,-19
CCc1nc(SCc2ccc(OCC(C)C)cc2)n[nH]1,-3,-1,27,3,0.0,0.1,-7,-5
Cc1ccc(Nc2cc(C)nc3ncnn23)c(C)c1,-3,1,-9,-5,0.0,x,-4,-5
CC12CCC(C(=O)NNc3ccccc3)(C(=O)C1=O)C2(C)C (configuration not stated),5,0,0,10,0.6,0.2,3,2
COc1ccc(OCC(=O)Nc2ccc3nc(C)sc3c2)cc1,5,-2,x,-14,0.0,0.8,x,40
CCC(=O)N1CCC1(C)C(=O)Nc1ccc(C)c(C)c1 (configuration not stated),3,-2,0,-2,0.2,0.0,18,-4
Cc1ccc(S(=O)(=O)NCc2ccccc2)cc1C(=O)N1CCCC(C(F)(F)F)C1 (configuration not stated),-4,-2,x,-6,0.0,-0.1,3,5
CCCCNc1c(-c2ccc(-c3cccc(Cl)c3)cc2)nc2ccc(Cl)cn12,0,x,5,-12,-0.1,0.4,1,-2
COc1cc(OC)cc(C(=O)N2CCCc3ccccc32)c1,1,-6,-1,-5,x,x,-5,6
CO[C@H]1CN(C)C(=O)c2ccc(NC(C)=O)cc2OC[C@@H](C)N(C(=O)C2CCOCC2)C[C@@H]1C,2,1,4,-18,-0.2,-0.4,-2,-39
O=C(Cc1ccccn1)N1CC(=O)N2[C@@H](CO)[C@@H](c3ccc(C#CCC4CCCC4)cc3)[C@@H]2C1,4,2,x,10,0.1,0.3,x,4
CS(=O)(=O)Nc1ccc2c(c1)[C@@H]1C[C@H](CC(=O)NCc3cccnc3)O[C@@H](CO)[C@@H]1O2,-4,0,-1,3,0.1,-0.7,1,-6
Cc1cc(C)cc(SCc2noc(C(=O)NCCN(C)C)c2C(=O)NCCN(C)C)c1,-7,0,-7,3,-0.1,0.1,2,-3
Cc1cc(Cl)nc(Cl)c1C(=O)NC(=O)NCCC(C)C,u,-3,x,-3,-0.1,0.3,x,3
CC(C(=O)Nc1ccc(N2CCOCC2)cc1)N1C(=O)NC(C)(C)C1=O (configuration not stated),4,-6,-7,1,0.1,-0.2,-5,-3
COCCNC(=O)C1(C)CCCN(C(=O)c2cc(F)cc(F)c2)C1 (configuration not stated),4,2,4,-11,-0.1,0.2,8,-3
O=C(O)CC(C(=O)Nc1ccc(F)cc1)C1CCCO1 (configuration not stated),-7,x,-7,4,x,-0.4,x,-3
COc1ccc(N(CC(=O)Nc2ccc(Cc3ccncc3)cc2)S(=O)(=O)c2ccccc2)cc1,8,-1,2,-9,-0.1,x,2,4
O=C(c1ccc2c(c1)OCCO2)N1CCN(Cc2c(F)cccc2Cl)CC1,-10,0,6,-2,-0.1,-0.2,6,-2
CCCSCCCNC(=O)CN1C(=O)COc2ccc(S(=O)(=O)N3CCCC3)cc21,-1,0,-2,-6,0.0,x,-5,-14
C[C@@H]1CN([C@@H](C)CO)C(=O)c2cc(NS(C)(=O)=O)ccc2O[C@H]1CN(C)C,0,1,-6,18,0.3,0.0,-12,3
CCOc1ccc(-n2c(SCC(=O)Nc3ccc(CC)cc3)nc3n[nH]c(C)c3c2=N)cc1,-8,-3,x,0,0.0,1.9,x,-36
Cc1cc(C)cc(C(=O)Nc2cccnc2)c1,2,-1,-6,-31,-0.1,x,6,-6
O=C(O)CSc1ncccc1C(=O)O,-7,-1,x,-21,0.1,-1.2,x,1
CCC(C)NC(=O)c1cnc2n(c1=O)CCS2 (configuration not stated),-4,3,-44,-4,0.0,0.1,-1,1
C[C@H]1CN([C@@H](C)CO)C(=O)c2cc(C#Cc3ccccn3)cnc2O[C@H]1CN(C)C(=O)c1ccccn1,-8,15,-1,-41,0.1,0.0,-3,-17
COc1ccc(C(=O)CSc2nnc(CNc3ccc(F)cc3)o2)cc1,0,-1,x,-13,-0.1,x,x,-1
COc1ccc(S(=O)(=O)Nc2ccc3c(c2)C(=O)N([C@H](C)CO)C[C@H](C)[C@@H](CN(C)Cc2ccc(Oc4ccccc4)cc2)O3)cc1,-1,-2,-1,29,-1.1,0.3,-4,0
COc1ccc(NC(=O)CN2C(=O)C(=O)N(C3CCCC3)C2=O)c(OC)c1,4,-1,-5,-19,0.1,x,-3,-5
OCCC1CN(Cc2cccs2)CCN1Cc1ccccc1 (configuration not stated),0,-4,x,-6,0.0,x,x,-2
O=C(O)COc1ccccc1/C=C1\SC(=S)N(c2cccnc2)C1=O,7,9,x,-14,-0.1,0.9,x,0
Nc1ccccc1Oc1c(F)c(F)c(Oc2ccccc2N)c(F)c1F,3,0,x,-14,0.0,x,x,-3
COc1ccc(C#Cc2ccc([C@H]3[C@@H](CO)N4CCCCN(C(=O)Nc5ccccc5F)C[C@@H]34)cc2)cc1,7,-3,-3,-31,0.1,-0.6,0,-13
COc1ccc(OC)c(C2c3[nH]c4ccccc4c3C[C@H]3C(=O)N(C4CC4)CC(=O)N23)c1 (some centres not stated),1,3,-9,9,0.2,0.6,-4,0
OC1Cc2ccccc2C1Nc1cccc(C(F)(F)F)c1 (configuration not stated),-3,5,-4,-10,0.4,0.4,-6,12
CC(C)NC(=O)N1Cc2cc(C(=O)NC3CCCCC3)nc(-c3cccc(-c4cccnc4)c3)c2[C@H]1CCO,1,-3,x,17,0.0,0.0,x,-13
CC1(Cc2ccccc2Cl)C(=O)Nc2c(Cl)ccc(Cl)c21 (configuration not stated),3,1,1,-26,-0.1,-0.1,-10,11
CSCCC(NS(=O)(=O)c1ccc2c(c1)oc(=O)n2C)C(=O)NC1CCCCC1 (configuration not stated),3,3,-1,-9,0.1,x,-8,3
N#Cc1c2n(c(=S)n(-c3ccc(F)cc3)c1=O)CCCCC2,-8,2,-10,-8,0.3,-0.2,x,-3
CCCCCCCCc1nnc(N)s1,4,x,x,-11,1.4,x,-9,-5
COC(=O)C[C@@H]1CC[C@H]2[C@@H](COc3ccc(NS(=O)(=O)c4ccc(F)cc4)cc3C(=O)N2C)O1,-1,-3,0,1,-0.1,0.1,1,-5
CCCCNC(=O)CNC(=S)N(Cc1ccccc1)Cc1cccs1,-8,-2,x,3,0.1,x,x,2
# Next entries follow.
SMILES,ERp5 inh,ERAP1 inh,esBAF inh,RAD52 inh,XiGFP reactiv,E-selectin induc,RAD54 branch,S100A4 inh HTS
C[C@@H]1CN([C@@H](C)CO)C(=O)c2cc(C#CCc3ccccc3)cnc2O[C@@H]1CN(C)C(=O)C1CCOCC1,3,3,0,3,-0.1,0.1,2,-3
CCC(C)C(=O)C(=O)N1CCC(n2nccc2NC(=O)CCOc2ccccc2)CC1 (configuration not stated),2,1,12,-8,0.0,x,-9,-7
Cc1ccccc1S(=O)(=O)N1CC[C@@H]2[C@H](CO)Nc3ccc(C#Cc4ccccc4)cc3[C@@H]21,0,-2,1,-12,0.1,-0.9,-2,-7
CO[C@H]1CN(C)C(=O)c2cc(NC(=O)C3CCC3)ccc2OC[C@H](C)N(CC2CCCCC2)C[C@H]1C,-2,1,1,1,-0.3,0.0,8,12
Cc1c(Cl)cccc1NC(=O)CSc1nncn1-c1cccnc1,4,3,0,-5,0.0,-0.2,5,1
Cc1c(C)c2ccc(OCC(=O)NCCCn3ccnc3)cc2oc1=O,10,12,0,-9,0.0,3.0,17,-7
C[C@@H]1CN([C@@H](C)CO)C(=O)Cc2cc(NC(=O)NC3CCCCC3)ccc2O[C@@H]1CN(C)C(=O)Nc1cccc2ccccc12,-7,-1,3,-23,-1.0,-0.3,5,4
O=C(N/N=C/c1cc(Cl)cc([N+](=O)[O-])c1O)c1ccc2c(c1)OCO2,-7,-1,7,-40,0.0,x,5,-3

# Outcome played no part in choosing rows; any-hit rate near 2.5%.
